TIM10 inh – growth inhibitors of TIM10 yeast strain; S. cerevisiae TIM10 strain growth, BacTiter-Glo luminescence, 24 h; inhibition, % at 10 µM; hit rate 1.4% among 330,000; AID 463195;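 active means inhibition of 40% or more at the single tested concentration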;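 further: wild-type TIM10 isogenic control strain grown at permissive 25 °C; 0% = DMSO yeast wells and 100% = minimal medium wells without yeast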
UPR XBP1 act – adaptive UPR (XBP1) activation; CHO-XBP1 luciferase reporter, IRE1-XBP1 UPR activation, luminescence; percent of tunicamycin response, DMSO as zero; activation, % at 20 µM; hit rate 0.33% among 330,000; AID 463104;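 active means versus positive control, 20 µM dose yields 30% or more activation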;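 further: 100% = tunicamycin at 10 µg/mL and 0% = DMSO only wells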
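incubation = overnight seeding at 37 °C, 6 h compound treatment at 37 °C | assay system = CHO-XBP1 cells stably carrying IRE1-XBP1-driven luciferase reporter | input = 1000 cells per well | detection = luciferase luminescence | dosing = single point, 20 µM final compound, 1% DMSO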
Mdm2 MdmX PPI – disrupts the human Mdm2-MdmX interaction. AID 485346. SaOS-2 split-luciferase Mdm2/MdmX complementation, luminescence. inhibition, % at 8 µM. O15151+Q00987. hit rate 3% among 330,000;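 active means inhibition of at least 50% at 8 µM in the primary screen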
Target sequence (O15151 whole entry, looked up): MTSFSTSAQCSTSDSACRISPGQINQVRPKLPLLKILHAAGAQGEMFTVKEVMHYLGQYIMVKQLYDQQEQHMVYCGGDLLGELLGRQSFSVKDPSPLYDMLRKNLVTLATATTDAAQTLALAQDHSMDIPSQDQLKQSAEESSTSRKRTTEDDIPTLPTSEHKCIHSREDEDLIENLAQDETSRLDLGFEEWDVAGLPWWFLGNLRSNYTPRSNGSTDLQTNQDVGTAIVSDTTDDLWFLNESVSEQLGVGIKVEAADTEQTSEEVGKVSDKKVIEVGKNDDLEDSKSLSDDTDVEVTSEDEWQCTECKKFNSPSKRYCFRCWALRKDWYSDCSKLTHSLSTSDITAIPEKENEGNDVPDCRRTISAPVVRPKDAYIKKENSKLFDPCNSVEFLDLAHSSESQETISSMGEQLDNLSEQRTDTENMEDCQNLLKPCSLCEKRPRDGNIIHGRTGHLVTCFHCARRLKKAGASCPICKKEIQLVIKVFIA
Target sequence (Q00987 whole entry, looked up): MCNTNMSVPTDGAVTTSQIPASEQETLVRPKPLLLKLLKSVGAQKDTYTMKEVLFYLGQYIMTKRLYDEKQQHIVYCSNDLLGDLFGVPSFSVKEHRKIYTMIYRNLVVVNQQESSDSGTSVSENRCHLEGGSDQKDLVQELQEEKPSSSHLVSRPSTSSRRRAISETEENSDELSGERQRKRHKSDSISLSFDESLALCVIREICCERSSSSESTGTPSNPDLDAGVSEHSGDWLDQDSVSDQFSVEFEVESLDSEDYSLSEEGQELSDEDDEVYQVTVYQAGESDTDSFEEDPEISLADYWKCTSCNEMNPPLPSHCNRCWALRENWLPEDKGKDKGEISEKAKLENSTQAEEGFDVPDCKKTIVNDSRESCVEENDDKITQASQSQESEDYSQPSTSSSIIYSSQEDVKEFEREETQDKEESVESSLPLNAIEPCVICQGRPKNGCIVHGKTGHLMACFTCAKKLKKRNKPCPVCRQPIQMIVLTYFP
697 NFkB inh – inhibitors of the PMA/ionomycin-induced NF-kB reporter in 697 B cells; 697 B-cell NF-kB luciferase reporter, 16 h; hit rate 0.33% among 330,000; inhibition, % at 4 µM; in the data active means inhibition above about 35%
tim10-1 inh – tim10-1 yeast growth inhibition | inhibition, % at 20 µM | S. cerevisiae tim10-1 ts strain growth, BacTiter-Glo, 24 h | hit rate 2.2% among 330,000 | AID 463190;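 active means inhibition of at least 40%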;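 further: mutant grown at 25 °C; 0% = DMSO wells with yeast and 100% = wells holding no yeast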
UPR CHOP act – apoptotic UPR (CHOP) activation | AID 449763 | CHO-CHOP luciferase reporter, luminescence; percent of tunicamycin response over DMSO baseline | activation, % at 10 µM | hit rate 0.34% among 330,000;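 active means at 10 µM dose, activation of 40% or more, normalized to positive control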;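 further: 100% = tunicamycin at 10 µg/mL and 0% = DMSO alone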
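System: CHO CHOP reporter cells. Amount: 500 cells per well. Buffer or medium: F12 medium, 10% FBS. Compound dosing: one dose, 10 µM in 0.5% DMSO. Incubation: 6 h compound exposure at 37 °C after overnight seeding. Technique: Steady-Glo luciferase luminescence. Benchmarks: tunicamycin and DMSO controls.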
tim23-1 inh – growth inhibitors of tim23-1 mutant yeast. AID 463212. hit rate 1.3% among 330,000. S. cerevisiae tim23-1 growth, BacTiter-Glo luminescence, 24 h. inhibition, % at 20 µM;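 active means growth inhibition of the mutant yeast at or above 50%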;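 further: temperature-sensitive mutant grown at 25 °C; plate controls were DMSO-treated mutant yeast for no effect and medium wells lacking yeast for full effect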
Jurkat NFkB inh – inhibitors of the PMA/ionomycin-induced NF-kB reporter in Jurkat cells | PMA/ionomycin-induced NF-kB luciferase reporter, luminescence | hit rate 0.53% among 330,000 | inhibition, % at 4 µM | AID 435003; in the data active means inhibition above about 50%
Numbers without * were called inactive; nt = not tested or not shown.

canonical_smiles,697 NFkB inh,UPR CHOP act,tim23-1 inh,UPR XBP1 act,TIM10 inh,Mdm2 MdmX PPI,Jurkat NFkB inh,tim10-1 inh
CC(C)[C@H](NC(=O)OCc1ccccc1)C(=O)OCC(=O)NC1CCCCC1,-2,0.4,4,2,-7,3,6,17
COc1cc(NC(=O)Nc2cccc(Cl)c2)c(OC)cc1NC(=O)CN1CCCCC1,21,0.6,16,-1,10,39,-20,9
NS(=O)(=O)c1ccc(CCNC(=O)C(=O)C2C(=O)Nc3ccccc32)cc1 (stereo not drawn),4,1.1,10,1,10,-2,1,-3
Cn1cnnc1SCC(=O)Nc1ccc2c(c1)CCC2,2,1.9,-2,2,1,-2,-9,1
CC[C@]12c3[nH]c4cc(-c5ccco5)ccc4c3CCN1C(=O)[C@@H](CC(=O)NC(C)(C)C)C[C@@H]2C(=O)N1CCN(C(=O)C2CC2)CC1,22,2.9,31,2,3,23,nt,7
Cc1cc(C)n(-c2nnc(NC34CC5CC(CC(C5)C3)C4)nn2)n1,-110,4.9,47,3,29,-110,-48,57*
COc1cccc(OC)c1C(=O)Nc1cccc(C(C)=O)c1,24,1.3,2,-1,-6,4,12,16
CSC1=C(C#N)C(c2cccc(Br)c2)CC(=O)N1 (stereo not drawn),19,-0.1,13,0,-3,-3,15,13
O=C(Nc1cccc(-n2cccn2)c1)C1CCCN(Cc2cc3ccccc3[nH]2)C1 (stereo not drawn),-10,2.8,10,-3,22,28,1,23
CC1CCCN(S(=O)(=O)c2ccc3oc(=O)ccc3c2)C1 (stereo not drawn),-18,5.2,35,-2,13,10,-7,37
COc1ccc(CNC(=O)c2c[nH]c3c(OC)cc(OC)cc3c2=O)cc1,3,-0.1,-2,0,3,-1,14,-5
CC(NC(=O)CN(C)CC(=O)Nc1ccc(Cl)cc1)c1ccc(F)cc1 (stereo not drawn),-9,-0.9,11,-2,9,-16,-1,5
O=S(=O)(NCc1ccc(F)cc1)c1ccc(-n2cnnn2)cc1,1,0.5,9,-6,3,5,14,-9
Cc1cc(C)c(C(=O)N(C)CC2CCCN(CCc3ccccc3F)C2)o1 (stereo not drawn),3,8.9,8,-5,-4,2,2,11
CC1(C)OC(=O)N(NCc2ccccc2)C1(C)O (stereo not drawn),0,6.1,-9,-2,-5,-1,-18,2
Cc1ccc(S(=O)(=O)Nc2cc3c4c(c2)CCC(=O)N4CCC3)cc1,12,-2.3,-15,-5,-2,18,-1,-12
CC(C)c1ccccc1NC(=O)c1ccccc1NC(=O)C1CCCCC1,-2,-2.7,17,-2,33,10,4,26
CCOc1ccc(C(=O)NC2CCN(C(=O)Nc3ccccc3OC)CC2)cc1,1,1.3,5,2,-7,0,-20,7
CN(C)C(=O)c1ccc(NC(=O)c2cccnc2)cc1,-1,2.8,12,3,-16,4,-4,14
CC(=O)NC1C(=O)N(CCc2ccccc2)c2ccccc21 (stereo not drawn),4,-0.5,15,1,1,-23,2,3
CCOC(=O)C(C)NC(=O)CCc1nnc2ccc(N3CCC(C)CC3)nn12 (stereo not drawn),5,-0.2,12,-5,-12,-4,0,5
CCCCN(C)C1=CC2=CC(=C(C#N)C#N)CCC2CC1 (stereo not drawn),-8,-1.0,-41,-3,-63,-16,0,9
COc1ccc(C2(C(=O)NCc3ccccc3Cl)CCOCC2)cc1OC,-1,1.6,8,-1,12,20,-13,14
NS(=O)(=O)c1ccc(CNS(=O)(=O)c2cccc3nonc23)cc1,-16,-1.3,2,1,-10,0,-10,5
CC1(c2ccc(Cl)cc2)NC(=O)N(CC(=O)NCCC2=CCCCC2)C1=O (stereo not drawn),10,1.5,-7,-2,0,-10,-3,-4
Nc1ccc(NC(=O)NC2CCCCC2)cc1[N+](=O)[O-],-46,2.3,-4,2,3,-15,-65,12
COc1ccc(N/C=C/C(=O)c2ccccc2)cc1,-327,-7.6,36,-10,9,-187,-46,-39
O=C(Nc1ccc(Br)cc1)C1CCCC1,-2,1.0,26,0,-1,11,2,2
CC1CCCCC1NC(=O)CN1CCC(NC(=O)c2ccc([N+](=O)[O-])cc2)CC1 (stereo not drawn),4,-0.4,0,1,9,-1,17,14
O=C1CN(C(=O)NCCC(=O)NC2CCCCC2)c2ccccc2N1,5,-0.6,-13,-3,-3,17,-11,-4

The list goes on:
canonical_smiles,697 NFkB inh,UPR CHOP act,tim23-1 inh,UPR XBP1 act,TIM10 inh,Mdm2 MdmX PPI,Jurkat NFkB inh,tim10-1 inh
O=C(CN1CCN(c2ccc(Cl)cc2)CC1)c1ccc2c(c1)OCO2,-11,-1.3,23,-3,-8,26,-18,14
CCCn1c2c(c(=N)c3c1CCC3)CCC2,3,0.2,7,-1,5,1,36,-14
Cc1c(C(=O)NCC2CCCO2)oc2ccc3c(c12)C(=O)CC(C)(C)O3 (stereo not drawn),-126,1.5,35,-5,22,-88,-127,22
COc1cc(C(=O)NNC(=O)c2ccc3ccccc3n2)cc(OC)c1OC,3,2.4,22,-1,17,50,-1,26
C=CCn1c(CSCc2ccc(Cl)cc2)nnc1SCC(=O)NCc1ccccc1,-9,0.6,29,-3,24,-8,13,16
O=C(CSc1nc2ccsc2c(=O)n1Cc1ccc(C(=O)O)cc1)NCC1CCCO1 (stereo not drawn),5,3.0,10,0,1,-31,-7,-4
CCCCN1C(=O)C(=O)N(CC(=O)Nc2cc(Cl)ccc2OC)C1=O,15,1.8,32,-1,11,10,9,19
C/C(CC(=O)Nc1ccc2c(c1)OCO2)=N\NC(=O)C(c1ccccc1)c1ccccc1,3,-0.2,22,0,28,-15,-5,11
O=C(CC(=O)Nc1nc(C23CC4CC(CC(C4)C2)C3)cs1)NCCO,-12,-0.3,9,1,9,-4,-4,8
O=C(N/N=C/c1ccc(N2CCOCC2)cc1)c1ccccc1OCCOc1ccccc1,-37,1.5,42,1,24,1,-9,38
CN(C)CCCN(C(=O)c1ccc2c(c1)CCCC2)c1nc2ccc(F)cc2s1,-38,3.4,22,1,17,38,-12,32
CC(=O)N1CCN(S(=O)(=O)c2cccc(C(=O)Nc3ccccc3N3CCCC3)c2)CC1,-10,-0.2,-2,-1,7,-29,10,4
Cc1c(C(=O)N2CCCCC2)sc(NC(=O)C(C)C)c1C#N,7,-1.0,2,-2,11,-8,3,5
Cc1ccc(OC(C)C(=O)Nc2ccc3c(c2)n(C)c(=O)n3C)c(C)c1 (stereo not drawn),-8,0.7,4,-3,-7,5,2,-17
COc1cc(OC)c(OC)cc1/C=N/NC(=O)CCc1c(C)n[nH]c1C,6,0.0,15,-3,5,19,-14,-14
Cc1ccc(C2=NN3C(=O)c4ccccc4C3C2)cc1 (stereo not drawn),-59,6.3,20,0,4,-25,-51,21
COc1ccc2nc(NC(=O)C3CSC4(C)CCC(=O)N34)sc2c1 (stereo not drawn),-4,2.2,31,1,28,-17,11,30
CN(C)C(=O)CSc1nc2ccccc2n1CC(=O)N1CCN(c2ccccc2)CC1,-10,-2.2,14,-4,2,20,-7,11
CCCOc1cccc(-c2cc(C(=O)NN)c3ccccc3n2)c1,14,-1.7,31,-3,7,25,-17,27
C=CCNC(=S)Nc1ccc(Cl)cc1F,2,0.4,7,1,1,-13,1,10
Cc1ccc(Oc2cc(C)nc(-c3ccccc3O)n2)cc1,-9,2.0,0,-3,10,8,-16,11
Cc1cc(C)n2c(Nc3ccc4c(c3)OCCO4)c(-c3ccccc3)nc2n1,-35,0.3,33,-1,34,-1,-14,34
Cc1sc(-n2c(C)cc(/C=N/n3cnnc3)c2C)c(C#N)c1C,-14,-0.2,-23,2,-8,18,13,-20
CN(CC(=O)Nc1ccc(Cl)cc1)C(=O)CNC(=O)c1ccc2c(c1)OCO2,11,1.0,8,1,10,-24,13,1
CC1CCCC(NC(=O)CCNS(=O)(=O)c2ccc(Br)cc2)C1C (stereo not drawn),3,-0.3,22,-2,-3,21,2,3
CCCn1nc(C(=O)NNC(=O)CCOc2ccccc2OCC)c2ccccc2c1=O,15,-0.8,-4,-1,14,4,-11,18
CSCCC(NC(=O)/C(=C/c1ccco1)NC(=O)c1ccc(Br)o1)C(=O)O (stereo not drawn),1,0.0,7,-2,-6,-3,-26,6
N=c1c(C(=O)NC2CCCCC2)cc2c(=O)n3ccccc3nc2n1Cc1cccnc1,13,0.4,11,1,-4,-4,12,1
COc1ccccc1NC(=O)c1cc[n+]([O-])cc1,4,-1.6,-2,1,-5,21,0,-23
Fc1cc(NC(=S)NCc2ccc(CNC(=S)Nc3ccc(Cl)c(F)c3)cc2)ccc1Cl,10,5.9,-11,-1,-13,50*,-7,-8

4 compounds picked at random from the list so far:
canonical_smiles,697 NFkB inh,UPR CHOP act,tim23-1 inh,UPR XBP1 act,TIM10 inh,Mdm2 MdmX PPI,Jurkat NFkB inh,tim10-1 inh
Cc1ccc(Oc2cc(C)nc(-c3ccccc3O)n2)cc1,-9,2.0,0,-3,10,8,-16,11
CC1CCCC(NC(=O)CCNS(=O)(=O)c2ccc(Br)cc2)C1C (stereo not drawn),3,-0.3,22,-2,-3,21,2,3
Cc1ccc(OC(C)C(=O)Nc2ccc3c(c2)n(C)c(=O)n3C)c(C)c1 (stereo not drawn),-8,0.7,4,-3,-7,5,2,-17
CN(C)C(=O)CSc1nc2ccccc2n1CC(=O)N1CCN(c2ccccc2)CC1,-10,-2.2,14,-4,2,20,-7,11

Carrying on:
canonical_smiles,697 NFkB inh,UPR CHOP act,tim23-1 inh,UPR XBP1 act,TIM10 inh,Mdm2 MdmX PPI,Jurkat NFkB inh,tim10-1 inh
COc1cc(/C=C/C(=O)OCC(=O)N2CCCc3ccccc32)ccc1O,-2,0.0,37,0,21,8,8,12
O=C(Nc1ncc(Cl)cn1)c1cccs1,-15,4.7,-5,1,-9,2,-29,-19
COc1cccc(CNC(C)C(=O)Nc2ccc3c(c2)OCCO3)c1 (stereo not drawn),-2,0.7,5,-2,-14,-12,-2,7
Cc1ccc(-c2nnc(NC3CCCCC3)c3ccccc23)cc1S(=O)(=O)N1CCN(C)CC1,23,1.7,12,2,-9,3,-1,7
O=C1CCC(/C=C/c2ccccc2)=NN1Cc1ccccc1,12,0.2,10,-2,14,7,-1,16
CCOC(=O)N1CCN(C(=O)c2cccc(S(=O)(=O)Nc3ccc(OC)cc3)c2)CC1,-8,-1.8,-20,-5,-24,-2,2,-29
CCC1CCCCN1CCNC(=O)c1[nH]c(C)c(C(C)=O)c1C (stereo not drawn),4,-0.4,-3,-1,10,26,-4,9
COc1ccc(C(=O)Nn2c(SCc3cccc([N+](=O)[O-])c3)nc3ccccc3c2=O)cc1,-111,-0.2,26,-4,19,15,-89,12
COc1ccc(CNC(=O)CCN2C(=O)c3ccccc3S2(=O)=O)cc1,10,-0.2,-7,-3,-2,3,17,2
c1cc(Nc2cccc3nccnc23)c2nccnc2c1,0,4.4,1,6,-48,61*,-11,-7
CCn1c(COc2ccccc2)nnc1SCc1ccc(C#N)cc1,3,-0.5,18,-4,-26,16,10,7
CC1(C)Cc2c(cnn2-c2cccc(F)c2)C(NC(=O)CN2CCCC2=O)C1 (stereo not drawn),4,2.7,-2,1,-6,1,-4,1
CCN(N)C(=S)Nc1ccc(F)cc1,7,-0.6,2,0,-3,9,-6,-6
Cc1ccc(C(=O)Nc2ccccc2OC(F)F)cc1,0,1.6,9,2,10,2,-12,19
Cc1ccc(C(=O)N2CCNC(=O)C2CC(=O)Nc2ccc(F)cc2)cc1C (stereo not drawn),-6,0.7,16,0,5,21,11,10
Cc1ccc(N2CC(C(=O)NC3CCSC3=O)CC2=O)cc1 (stereo not drawn),0,3.0,6,2,7,-20,-27,11
Cc1cc2c(OCC(O)CN3CCCCC3)cccc2[nH]1 (stereo not drawn),-9,-0.4,-5,2,7,8,-4,-9

Bioassay records: PubChem, Sanford-Burnham Center for Chemical Genomics
